aSyn rescue – qHTS of alpha-syn Inhibitors | Potency, µM (doses to about 46.1 µM), without a hit: at the highest dose growth rescue (activation), usual class: activators | Yeast expressing alpha-synuclein, growth rescue, BacTiter-Glo, 24 h | 370,000 compounds, 0.14% hits; also: potency is read from the fitted curve at half-maximal effect; % of control where 0% means no effect; nearly all actives have a fitted effect of over 65% in size
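Galactose-induced alpha-syn yeast (OD600=0.02, raffinose-pregrown) + pinned cpd, 24 hr, 30 deg C; growth by BacTiter-Glo luminescence. Growth restoration scores as activation.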
EPAC2 antag – qHTS for Antagonist of cAMP-regulated guanine nucleotide exchange factor 2 (EPAC2): primary screen | 360,000 compounds, 0.18% hits | Potency, µM (series often up to 114 µM), for inactives: at the highest dose activity, negative = inhibition, hits mostly inhibitors | EPAC2 GEF exchange of Rap1B-BODIPY-GDP, fluorescence | AID 720708, 2013; also: potency is read from the fitted curve at half-maximal effect; % is scaled to controls: 0 for no effect and ±100 for the full control effect; nearly all actives have a fitted effect of over 45% in size; many of its hits are not listed in these tables
DRD3 antagonist – qHTS of D3 Dopamine Receptor Antagonist: qHTS; D3R cells, DiscoveRx beta-arrestin luminescence, antagonist mode; stronger effect = lower value; max response, negative = inhibition, %; 360,000 compounds, 2.5% hits; AID 652054, 2013; in the data active = max response below about -50%; inconclusive = no clear call, values can overlap the other calls; also: % is scaled to controls: 0 for no effect and ±100 for the full control effect; mostly tested at two doses, the higher about 12 µM
Target sequence (P35462 whole entry, looked up): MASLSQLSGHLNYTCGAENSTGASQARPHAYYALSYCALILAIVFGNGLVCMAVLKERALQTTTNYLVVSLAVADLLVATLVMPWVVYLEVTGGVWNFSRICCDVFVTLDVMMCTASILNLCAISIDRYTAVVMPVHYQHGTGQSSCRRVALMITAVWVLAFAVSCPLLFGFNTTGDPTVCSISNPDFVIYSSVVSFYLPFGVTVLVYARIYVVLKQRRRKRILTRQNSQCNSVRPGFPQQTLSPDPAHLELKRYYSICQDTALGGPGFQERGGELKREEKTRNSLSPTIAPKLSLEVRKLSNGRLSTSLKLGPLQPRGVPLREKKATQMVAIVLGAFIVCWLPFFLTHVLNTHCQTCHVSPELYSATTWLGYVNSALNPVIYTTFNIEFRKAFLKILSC
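Cells expressing the human receptor were seeded at 1500 cells/well, incubated overnight at 37 degrees C in 5% CO2, then exposed to library compounds with dopamine controls for 90 minutes at 37 degrees C before luminescent detection.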
DRD3 agonist – qHTS of D3 Dopamine Receptor Agonist: qHTS; D(3) dopamine receptor (Homo sapiens), P35462; D3R DiscoveRx beta-arrestin cells, luminescence, 90 min; max activation, %; 410,000 compounds, 0.58% hits; AID 652048, 2013; in the data active = max activation above about 30%; also: 0% is about no effect; mostly tested at two doses, the higher about 12 µM
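Cells at 1500/well, incubated overnight, then treated with pinned compounds (dopamine as control) for 90 min at 37 degrees C. DiscoveRx reagent added for 30 - 60 minutes at room temperature; luminescence read.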
FUS yeast rescue – qHTS for Suppressors of FUS Proteinopathy: Primary screen using FUS-linked yeast assay | S. cerevisiae FUS-expressing, growth rescue, OD600, 24 h | Potency, µM (top dose mostly 76.6 µM), without a hit: at the highest dose growth rescue (activation), actives largely listed as activators | 390,000 compounds, 0.24% hits;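 also: potency is read from the fitted curve at half-maximal effect; plate controls were DMSO vehicle for no effect and reference control for full effect; nearly all actives have a fitted effect of over 55% in size; some results filed as inactive show a strong effect at the top dose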
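Yeast FUS proteinopathy model; galactose-induced FUS (2%), starting OD 0.005. Cpds in dilution series, 24hr, 30C, 99% humidity. Abs 600 nm growth. Pos ctrl CP55940 (top 92uM final); neg ctrl DMSO.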
TDP43 rescue – qHTS of TDP-43 Inhibitors. TDP-43 expressing yeast growth rescue, BacTiter-Glo, 24 h. Potency, µM (top dose mostly 46.1 µM), for the others: at the highest dose growth rescue (activation), hits mostly activators. 410,000 compounds, 1.8% hits. AID 652104, 2013; also: potency is read from the fitted curve at half-maximal effect; % of control where 0% means no effect; nearly all actives have a fitted effect of over 50% in size
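Growth rescue of TDP-43-toxic yeast measured as ATP luminescence (BacTiter-Glo). Cells grown to mid-log in raffinose, induced in galactose at OD600=0.02, exposed to compound 24 hr at 30 deg C.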
EPAC2 ag – qHTS for Agonist of cAMP-regulated guanine nucleotide exchange factor 4 (EPAC2): primary screen; Rap guanine nucleotide exchange factor 4 (Homo sapiens), Q8WZA2; EPAC2 activation, biochemical qHTS; response scale: 100% = 6.5 mM cAMP response; Potency, µM (series often up to 154 µM), inactives show at the top dose activation, most hits filed as activators; 360,000 compounds, 0.079% hits; also: potency is read from the fitted curve at half-maximal effect; nearly all actives have a fitted effect of over 50% in size
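Compounds were titrated in qHTS against a Rap1B-BODIPY-GDP (250 nM) complex with EPAC2 (100 nM) and GDP (50 uM). BODIPY-GDP release tracked at 480/540 nm over 30 min at room temperature, normalized to 6.5 mM cAMP.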
Abeta yeast res – qHTS for compounds that reverse cellular toxicity of Amyloid beta (A-beta) peptide in yeast: Primary Screen | yeast expressing A-beta42, growth rescue, OD600, 48 h; response scale: 0% DMSO, 100% iron-clioquinol control | Potency, µM (highest dose often 46.1 µM), for inactives: top-dose growth rescue, actives largely listed as activators | 410,000 compounds, 0.063% hits | AID 1347071, 2019; also: potency is read from the fitted curve at half-maximal effect; nearly all actives have a fitted effect of over 55% in size
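Yeast A-beta toxicity model in growth medium with pinned compounds, 48 h at 30 C; growth read as absorbance at 600 nm. Normalized to FeCl3/clioquinol equimolar mix (positive) and DMSO (negative).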
* marks the source's active call; other numbers are inactive results; ? = inconclusive; . = no result given; [ ] = remark or other dose. Unless noted, calls follow the shape of the dose curve; as a rule, active = well fitted curve in the direction sought with a large enough effect; inconclusive = small, poorly fitted or top-dose-only effect, or another doubt; inactive = no such curve, though single readings can be large; an effect the other way counts as inactive or inconclusive. A portion of the library; rates above refer to the full screens.

Fields: aSyn rescue | EPAC2 antag | DRD3 antagonist | DRD3 agonist | FUS yeast rescue | TDP43 rescue | EPAC2 ag | Abeta yeast res
- O=C(O)C1CC=CCC1C(=O)NNc1ccccc1 (stereo unspecified)
    2% | 9% | 14 | 4 | -3% | 21%[9.22 µM] | -1% | -6%
- COCCCNC(=O)Cn1nnc(-c2ccccc2NC(=O)c2ccccc2F)n1
    0% | 1% | 10 | 3 | -6% | -7% | 4% | 9%
- COc1ccccc1-c1nnc(C2CCN(C(=O)c3ccc(C)cc3)CC2)o1
    . | . | . | 6 | 28% | 8% | . | -9%
- CCOc1ccccc1CNC(=O)CCCn1c(=O)c2cccn2c2ccc(F)cc21
    . | . | . | 5 | -6% | 17% | . | -22%
- O=C(NCCS(=O)(=O)N1CCN(c2ccccc2F)CC1)c1cccs1
    -4% | 0% | 20 | 2 | -8% | 22% | -5% | 8%
- COc1ccc(Br)cc1CN1CCC(N2CCCC2)CC1
    1% | 1% | -20 | -16 | -19% | -15% | 2% | -12%
- Cc1ccc(S(=O)(=O)N2C3C=CC(C3)C2C(=O)O)cc1 (stereo unspecified)
    -3% | 0% | 3 | -8 | -25% | 14% | -2% | -14%
- C=CCN(c1ccc(C(=O)N2CCN(c3ccc(F)cc3)CC2)cc1)S(C)(=O)=O
    -2% | -9% | -14 | 8 | 25% | -21% | 13% | 23%
- CCOC(=O)c1ccccc1NC(=O)c1sc2nc3n(c(=O)c2c1C)CCCCC3
    . | . | . | 7 | -28% | 16% | . | -16%
- Nc1ccn([C@@H]2O[C@H](CNCc3cc(Br)ccc3OCc3ccccc3)[C@@H](O)[C@H]2O)c(=O)n1
    12% | -1% | -24 | -1 | -2% | 22% | 6% | 7%
- CC(=O)c1ccc(N2C(=O)N(CC(=O)c3ccc(C)cc3)c3ccccc3S2(=O)=O)cc1
    . | . | . | -7 | 42% | 11% | . | 1%
- Cc1ccc(Cl)cc1NC(=O)NCc1cccnc1
    -1% | -1% | -14 | -8 | -3% | -12% | 3% | -8%
- CCOC(=O)CCN
    -8% | 7% | -9 | 2 | 2% | 13% | 3% | -7%
- FC(F)(F)c1cc(-c2ccccc2)nc(NCc2cccs2)n1
    -29% | -29% | -20 | 1 | . | ? | -2% | 3%
- O=[N+]([O-])c1ccc(Nc2ccccc2O)c2nonc12
    5% | -28% | 0 | -1 | -12% | 19% | -3% | -11%

Some values from the list:
Value for Cc1ccc(Cl)cc1NC(=O)NCc1cccnc1 under TDP43 rescue: -12%
Value for CCOC(=O)CCN under DRD3 agonist: 2

Carrying on:
Fields: aSyn rescue | EPAC2 antag | DRD3 antagonist | DRD3 agonist | FUS yeast rescue | TDP43 rescue | EPAC2 ag | Abeta yeast res
- COc1ccc(C(=O)N(C)C2CCCCC2)cc1S(=O)(=O)N1CCOCC1
    -12% | -7% | -5 | 0 | 9% | 8% | 1% | -11%
- Cc1ccc(NC(=O)CN(C)C(=O)CCOc2cccc(C)c2)cc1
    -1% | 0% | 6 | -1 | . | -3% | -4% | -2%
- CN(C(=O)Nc1ccc(Cl)cc1Cl)[C@H]1c2cc(Br)ccc2OC[C@H]1CO
    4% | -2% | -16 | 18 | 45% | ? | 7% | -53%[inhibitor]
- CCOC(=O)CCNC(=O)c1ccc2nc(C3CCCCC3)oc2c1
    2% | 5% | 13 | 1 | 4% | ? | 2% | 10%
- ON=C1c2ccccc2-c2ccccc21
    15% | 0% | 3 | 5 | -38% | ? | 10% | -31%
- COc1ccc2c(c1)sc1nc(=O)ccn12
    -4% | 5% | -24 | -5 | 31% | -29% | 21% | -6%
- O=c1nc(Nc2ccccc2)sc2ccc([N+](=O)[O-])cc12
    -5% | -3% | 3 | -9 | -18% | 5% | -3% | 27%
- Nc1c2c(nn1-c1ccc(F)cc1)CSC2
    -2% | 2% | -8 | 1 | 31% | 10% | 3% | -4%
- CCn1cc(C(=O)O)c(=O)c2cc(F)c(N3CCN(S(=O)(=O)c4ccc(NC(=O)OC)cc4)CC3)cc21
    -2% | -3% | 10 | 4 | . | 25% | 0% | -14%
- CCCOc1ccc(C2C(=O)N(C3CCCCC3)CC(=O)N2C2CC2)cc1OC (stereo unspecified)
    2% | 6% | -3 | 30 | 13% | -8% | 3% | 22%
- COc1ccccc1N1CCN(c2nc3c(C)cccn3c(=O)c2C=O)CC1
    1% | -2% | 2 | 6 | 24% | ? | -7% | -42%[inhibitor]
- Cc1cc(S(=O)(=O)N2CCOCC2)ccc1OCC(=O)Nc1ccc(F)cc1F
    -4% | 14% | -21 | 12 | 30% | 21% | 11% | -26%
- O=c1c(-c2ccco2)[n+]([O-])c2ccccc2n1OCc1ccccc1
    12% | -19% | 24 | 0 | -7% | 9% | -18% | 9%
- O=C(NC(=S)N(Cc1ccccc1)c1ccccn1)C1CC1
    -10% | 1% | 2 | -4 | 12% | -5% | 8% | -5%
- O=C(O)c1cccc(N2C(=O)CSC2c2c(F)cccc2Cl)c1 (stereo unspecified)
    7% | -3% | 6 | 2 | -22% | 9% | 7% | 18%

(further entries)
| Structure | aSyn rescue | EPAC2 antag | DRD3 antagonist | DRD3 agonist | FUS yeast rescue | TDP43 rescue | EPAC2 ag | Abeta yeast res |
| --- | --- | --- | --- | --- | --- | --- | --- | --- |
| O=C(COc1ccc(Cl)cc1Cl)NN=C1CCCCC1 | 6% | 4% | 31 | 4 | 4% | 1% | -1% | 2% |
| Cc1[nH]ccc(=O)c1Cc1c(Cl)cccc1Cl | 5% | 4% | -17 | 6 | 5% | -5% | 7% | -7% |
| Cc1oc2ncn(C)c(=O)c2c1C(=O)N1CCN(c2ccccc2F)CC1 | . | . | . | 3 | -5% | 12% | . | -3% |
| Cc1cc(C)cc(OCC(=O)NCc2cc(C)nc3ccccc23)c1 | -1% | 2%[57.1 µM] | 6 | 1 | -11% | -3% | 17% | -17% |
| COc1ccccc1-c1noc(CSc2nc3ccc(C)cc3[nH]2)n1 | . | . | . | 12 | -4% | ? | . | 13% |
| CN1CCN(NC(=O)NC2CCCCC2)CC1 | -3% | 1% | -6 | 2 | -1% | -6% | 3% | -4% |
| COC(c1ccccc1)c1nnc(CCC(=O)NCc2cccc(-n3cccn3)c2)o1 (stereo unspecified) | -3% | 17% | -2 | 6 | 4% | -11% | 9% | 3% |
| CC(=O)Oc1ccc(/C=C2/CCc3ccccc3C2=O)cc1 | -30% | -22% | -15 | -12 | 7% | 11µM* | 11% | -48%[inhibitor] |
| Cn1c(=O)c(C(=O)c2ccc(S(C)(=O)=O)c(Cl)c2Cl)c(O)c2ccccc21 | 5% | 0% | -2 | -3 | 13% | -42%[inhibitor] | 3% | 1% |
| CCc1ccc(-c2nn[nH]n2)cc1 | -12% | 7% | 17 | 12 | 26% | -20% | 2% | -6% |
| CCc1nc2c(s1)CCc1onc(-c3ccc(Cl)cc3)c1-2 | -5% | -6% | -21 | 4 | -15% | 16% | 18% | 0% |
| O=C(CSc1nccn1Cc1ccco1)Nc1ccccc1F | 3% | 5% | 3 | 6 | -1% | 6% | 5% | 16% |
| O=C(NCc1ccccc1)c1ccc(Cl)cc1 | 8% | 3% | 9 | -5 | 24% | -1% | 3% | -5% |
| CCCCN(CCCC)CCNC(=O)c1cc(-c2cccnc2)nc2ccc(S(=O)(=O)N3CCC(C)CC3)cc12 | . | . | . | 2 | 6% | -5% | . | -5% |
| COc1ccc(C2NC(=S)NC3=C2CCCC3=C2SCCS2)cc1 (stereo unspecified) | -1% | -12% | -18 | -9 | ? | -10% | 27% | -2% |

Copied from the entries so far, two compounds:
| Structure | aSyn rescue | EPAC2 antag | DRD3 antagonist | DRD3 agonist | FUS yeast rescue | TDP43 rescue | EPAC2 ag | Abeta yeast res |
| --- | --- | --- | --- | --- | --- | --- | --- | --- |
| CCCCN(CCCC)CCNC(=O)c1cc(-c2cccnc2)nc2ccc(S(=O)(=O)N3CCC(C)CC3)cc12 | . | . | . | 2 | 6% | -5% | . | -5% |
| COc1ccc(C2NC(=S)NC3=C2CCCC3=C2SCCS2)cc1 (stereo unspecified) | -1% | -12% | -18 | -9 | ? | -10% | 27% | -2% |

The results go on:
| Structure | aSyn rescue | EPAC2 antag | DRD3 antagonist | DRD3 agonist | FUS yeast rescue | TDP43 rescue | EPAC2 ag | Abeta yeast res |
| --- | --- | --- | --- | --- | --- | --- | --- | --- |
| N#Cc1nc(-c2ccco2)oc1N1CCN(c2ccccc2)CC1 | -12% | 2% | 23 | 1 | 17% | ? | 8% | -17% |
| O=C(NCCO)Nc1ccc2nsnc2c1 | -2% | 5% | -12 | -4 | -28% | 5% | 8% | -6% |
| CCn1cc(C(=O)NCCCN2CCC(C)CC2)c2cc(OC)c(OC)cc2c1=O | -7% | -14% | 3 | -7 | -2% | 8% | -3% | -12% |
| O=C1NC(=O)C2(CCCC2c2ccccc2)N1 (stereo unspecified) | -1% | 16% | -18 | -2 | -13% | 0% | 6% | -4% |
| CCCSc1ncnc2c1c(-c1ccccc1)cn2-c1ccccc1OC | . | . | . | 8 | 11% | -4% | . | -12% |
| COc1ccc(OCc2cn(CC(=O)c3ccc(O)cc3)nn2)cc1 | 6% | 10% | -20 | -5 | -2% | 10% | 6% | -5% |
| Cc1cccc(N/C(=N\S(=O)(=O)c2ccccc2)C(F)(F)F)c1 | 0% | -4% | -19 | -1 | . | 9% | 8% | -2% |
| COc1ccc(CCNC(=O)C2CCC(CNS(=O)(=O)c3ccc(F)cc3)CC2)cc1OC (stereo unspecified) | 2% | 1% | 16 | 2 | 18% | 23% | 6% | 1% |
| COc1ccc(C2CC(C(F)(F)F)n3ncc(C(=O)NCC4CCCO4)c3N2)cc1OC (stereo unspecified) | 3% | 6% | -3 | 10 | 27% | 16% | ? | -4% |
| Cc1ccc2nsnc2c1N(S(C)(=O)=O)S(C)(=O)=O | -1% | -1% | 3 | -10 | -25% | -2% | 13% | 9% |

Bioassay records from PubChem BioAssay.
